EPAC2 antagonist = EPAC2 (human) antagonism; Q8WZA2; EPAC2 GEF exchange of Rap1B-BODIPY-GDP, fluorescence; Potency, µM (series often up to 114 µM), for the others: at the top dose activity, negative = inhibition, usual class: inhibitors; hit rate 0.18% among 360,000; AID 720708; also: % is scaled to controls: 0 for no effect and ±100 for the full control effect; nearly all actives have a fitted effect of over 45% in size; many of its hits are not listed in these tables
PTHR1 agonist = agonists of human PTHR1 parathyroid hormone receptor. Q03431. HEK293 GP2 PTHR1 cells, GloSensor cAMP luminescence, 1 h. Potency, µM (series often up to 115 µM), for inactives: at the top dose activation, usual class: activators. hit rate 0.075% among 410,000. AID 743266; also: nearly all actives have a fitted effect of over 55% in size; some results filed as inactive show a strong effect at the top dose; inactives centre near -15; many of its hits are not listed in these tables
Target sequence (Q03431 whole entry, looked up): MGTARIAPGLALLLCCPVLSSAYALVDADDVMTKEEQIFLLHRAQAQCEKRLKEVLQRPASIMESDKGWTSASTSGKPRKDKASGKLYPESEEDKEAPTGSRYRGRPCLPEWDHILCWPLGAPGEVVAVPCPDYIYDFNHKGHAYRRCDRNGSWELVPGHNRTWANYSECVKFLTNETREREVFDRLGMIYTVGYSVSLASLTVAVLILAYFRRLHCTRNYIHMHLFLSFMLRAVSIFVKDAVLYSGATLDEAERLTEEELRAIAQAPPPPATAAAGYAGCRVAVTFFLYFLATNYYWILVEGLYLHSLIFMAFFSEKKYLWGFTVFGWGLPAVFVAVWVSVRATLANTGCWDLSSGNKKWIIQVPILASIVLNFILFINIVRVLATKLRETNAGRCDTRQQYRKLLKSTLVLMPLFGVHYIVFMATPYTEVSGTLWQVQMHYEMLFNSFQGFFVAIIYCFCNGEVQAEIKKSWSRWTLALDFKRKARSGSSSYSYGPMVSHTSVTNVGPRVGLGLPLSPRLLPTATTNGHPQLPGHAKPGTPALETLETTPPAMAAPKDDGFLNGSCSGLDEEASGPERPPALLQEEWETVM
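HEK-293-derived GP2 cells expressing PTHR1 and a GloSensor cAMP reporter, 3,000/well, plated overnight, given luciferin plus IBMX (each 0.5 mM as added) for 1 h at 37 °C, then compound for 1 h at 37 °C. Luminescence was read after 15 min at room temperature.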
EPAC1 agonist = agonists of human EPAC1; AID 720707; Potency, µM (highest dose often 154 µM), for the others: top-dose activation, actives largely listed as activators; hit rate 0.073% among 360,000; EPAC1 agonist qHTS, biochemical assay; response scale: 100% = response to 6.5 mM cAMP; O95398; also: nearly all actives have a fitted effect of over 60% in size
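EPAC1 100 nM, Rap1B–BODIPY-GDP 250 nM, unlabeled GDP 50 uM; compound titration; 5 min RT; kinetic read ex480/em540 at 5-min intervals ×30 min; data normalized to 6.5 mM cAMP agonist control.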
FUS suppressor = FUS proteinopathy suppression in yeast; Potency, µM (highest dose often 76.6 µM), for the others: at the highest dose growth rescue (activation), hits mostly activators; AID 1347120; hit rate 0.24% among 390,000; S. cerevisiae FUS-expressing, growth rescue, OD600, 24 h;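 also: plate controls were DMSO vehicle for no effect and reference control for full effect; nearly all actives have a fitted effect of over 55% in size; some results filed as inactive show a strong effect at the top dose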
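Compound concentration series was pinned onto galactose-induced FUS-expressing yeast seeded at OD 0.005. Plates sat 24hr at 30C; absorbance at 600 nm gave growth. DMSO served as background control.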
EPAC2 agonist = activates human EPAC2 exchange factor; EPAC2 activation, biochemical qHTS; response scale: 100% = 6.5 mM cAMP response; Potency, µM (highest dose often 154 µM), for inactives: at the highest dose activation, actives largely listed as activators; hit rate 0.079% among 360,000; also: nearly all actives have a fitted effect of over 50% in size
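Each well held 100 nM EPAC2, 250 nM RAP1B-BODIPY-GDP and 50 uM GDP. Fluorescence, read at 5-min intervals to 30 min, was referenced to a 6.5 mM cAMP positive control.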
EPAC1 antag = antagonists of human EPAC1; AID 720709; Potency, µM (titrated, usually from 115 µM), without a hit: at the top dose activity change, negative = inhibition, usual class: inhibitors; hit rate 0.14% among 360,000; O95398; EPAC1 GEF assay, Rap1b-BODIPY-GDP exchange fluorescence;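 also: plate controls were vehicle for no effect and positive control for full effect; nearly all actives have a fitted effect of over 50% in size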
TDP-43 yeast inh = inhibitors of TDP-43 toxicity in yeast. TDP-43 expressing yeast growth rescue, BacTiter-Glo, 24 h. Potency, µM (titrated, usually from 46.1 µM), inactives show top-dose growth rescue (activation), most hits filed as activators. hit rate 1.8% among 410,000; also: % of control where 0% means no effect; nearly all actives have a fitted effect of over 50% in size
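Galactose-induced TDP-43 yeast, OD600=0.02, compound pinned; 24 hr, 30 deg C; BacTiter-Glo luminescence for growth. Inhibitors of TDP-43 toxicity read as activators.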
aSyn yeast inh = rescues yeast growth from alpha-synuclein toxicity; hit rate 0.14% among 370,000; Yeast expressing alpha-synuclein, growth rescue, BacTiter-Glo, 24 h; Potency, µM (titrated, usually from 46.1 µM), for inactives: top-dose growth rescue (activation), hits mostly activators; also: % of control where 0% means no effect; nearly all actives have a fitted effect of over 65% in size
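Rescue of yeast growth: cells expressing toxic alpha-synuclein, induced in galactose at OD600 0.02, incubated with compound 24 h at 30 C. ATP luminescence quantified growth; inhibitors of toxicity appear as activators.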
Active calls of the source: *; i = inactive; ? = inconclusive; nt = no result given; & = joins results of further samples; [ ] = dose if it differs, or a comment. Calls follow the shape of the dose curve; as a rule, active = well fitted curve in the direction sought with a large enough effect; inconclusive = small, poorly fitted or top-dose-only effect, or another doubt; inactive = no such curve, though single readings can be large; an effect the other way counts as inactive or inconclusive. Potency is read from the fitted curve at half-maximal effect. Only part of the results is shown (hit frequency here may not be typical).

The line under a structure holds: EPAC2 antagonist	TDP-43 yeast inh	EPAC1 antag	FUS suppressor	EPAC2 agonist	EPAC1 agonist	PTHR1 agonist	aSyn yeast inh
COC(=O)C(=O)N1CC2(C)CNCC(C)(C1)C2=O
 : 22%	-10%[0.397 µM]	8%	18%	-2%	-15%	i	-1%
CCN1c2nc3c(C)cccn3c(=O)c2CC2(C(=O)N(C)C(=O)N(C)C2=O)C1C (configuration not stated)
 : 10%	-4%	15%	18%	2%	8%	i	-8%
COc1ccc2nc(NC(=O)CCc3nc(C4=CCN(C)CC4)no3)sc2c1
 : -3%	16%	-5%	14%	8%	-9%	i	12%
O=C1NCN(c2ccccc2)C12CCN(C(c1cccs1)c1nnnn1C1CCCC1)CC2 (configuration not stated)
 : -9%	23%	-3%	-2%	5%	-1%	-18%	-7%
CCOC(=O)[C@]12Cc3c(cc(OC)c(OC)c3OC)[C@H]1N(CCC(=O)OC)C(=O)c1ccccc12
 : 3%	?	-3%	4%	4%	3%	-87%[inhibitor]	-18%
CCOC(=O)C1=C(N)OC(C)=C(C(=O)OCCOC)C12C(=O)Nc1ccccc12 (configuration not stated)
 : 15%	0%	9%	9%	-3%	-5%	-10%[57.5 µM]	-3%
NC(=O)CN1CC(c2ccccc2)CC1=O (configuration not stated)
 : 0%	9%	2%	-15%	-3%	3%	i	4%
O=c1[nH]c2ccccc2n1C1CCN(C(c2ccnc3ccccc23)c2nnnn2Cc2ccccc2)CC1 (configuration not stated)
 : -1%	10%	-3%	?	12%	-6%	-12%	5%
O=C(C1CCN(S(=O)(=O)c2ccccc2)CC1)N1CCC2(CC1)OCCO2
 : 5%	-2%	-14%	3%	1%	3%	i	0%
C1CC2OC2CC1C1CO1 (configuration not stated)
 : 3%	14%	-17%	-35%	5%	-29%	-5%	-1%
Fc1ccccc1CNC1CN2CCC1CC2 (configuration not stated)
 : 2%	-23%	?	6%	0%	2%	i	-1%
O=C1NC(=O)C(=Cc2cccc(OCCOc3ccccc3)c2)C(=O)N1
 : -8%	?	3%	-11%	1%	9%	-67%[inhibitor]	0%
Nc1c(C(=O)NCc2ccco2)c2nc3ccccc3nc2n1Cc1ccc(F)cc1
 : -13%	9%	?	13%	-1%	0%	-4%	0%
O=c1[nH]c2ccccc2n1C1CCN(C(CCc2ccccc2)c2nnnn2-c2ccc3c(c2)OCCO3)CC1 (configuration not stated)
 : 0%	14%	7%	34%	12%	-4%	-20%	2%
Cc1ccc(-n2c(/C=C/c3ccccn3)nc3ccccc3c2=O)cc1
 : 7%	18%	-2%	-13%	-3%	-6%	-13%	-9%
COc1cc(C[C@@H](C)N)c(OC)cc1I
 : -8%	?	9%	-40%	-4%	-19%	i	5%
Cn1cc(C(=O)N2CCOCC2)c2ccccc21
 : -8%	-5%	-1%	4%	-4%	-13%	-19%	-1%
CCN(CC)CCCN=Cc1c(O)n(-c2ccccc2F)c(=O)[nH]c1=O
 : -1%	-1%	13%	-35%	-13%	-8%	-3%[57.5 µM]	0%
COc1ccc(CCn2c(O)c(C=NCc3ccc4c(c3)OCO4)c(=O)[nH]c2=O)cc1OC
 : 9%	8%	1%	34%	-7%	1%	-41%[inhibitor]	nt
CCCCOC1OCN(C2CCCCC2)CC1(C)C (configuration not stated)
 : 5%	3%	15%	9%	0%	-10%	-18%	-4%
C[C@]12CCC3C(C[C@@H](O)[C@H]4C[C@@H](O)CC[C@]34C)C1CC[C@@H]2O (some centres not stated)
 : 2%	-16%	7%	2%	10%	4%	i	5%
COC1=CCC2([N+](=O)[O-])CN(C)CC1([N+](=O)[O-])C2 (configuration not stated)
 : -3%	8%	-1%	-6%	7%	3%	-16%	4%
CC1=Nc2ccccc2/C1=C/c1c(O)[nH]c(=O)[nH]c1=O
 : -2%	0%	-24%	-4%	7%	20%	-10%	0%
COCCNC(=O)CN1C(=O)C(C)N=C(c2ccccc2)c2cc(Cl)ccc21 (configuration not stated)
 : 7%	-12%	7%	24%	18%	8%	-1%	-1%
COc1ccc(N2C(=O)CC(=O)NC2=O)cc1
 : 10%	15%	12%	36%	-13%	2%	i	-8%
O=C(N/N=C/c1c(O)n(CCC2=CCCCC2)c(=S)[nH]c1=O)c1ccccc1
 : -6%	2%	-13%	27%	-3%	-4%	i	0%
Cc1c(C(=O)N2CCC(Cc3ccccc3)CC2)sc2ncnc(N3CCC(C)CC3)c12
 : -1%	?	5%	nt	4%	1%	-20%	-3%
O=C(CCCn1c(=O)[nH]c2cc(Cl)ccc2c1=O)N1CCC2(CC1)OCCO2
 : -4%	-10%	7%	8%	6%	9%	i	0%
Cn1c(O)c(C(=Nc2ccc(F)cc2)c2ccccc2Cl)c(=O)n(C)c1=O
 : -21%	-31%	-3%	8%	-6%	4%	-26%	-22%
CN(CC1COc2ccccc2O1)c1nc(-c2cccnc2)nc2ccccc12 (configuration not stated)
 : 8%	8.9µM*	13%	26%	19%	4%	-2%	-16%
O=c1c2ccccc2[nH]c(=S)n1-c1cccnc1
 : 12%	-15%	-7%	14%	0%	-2%	i	5%
CCCCn1c(C)c(C(=O)OCC)c2c(CN3CCOCC3)c(O)ccc21
 : -2%	-5%	11%	37%	11%	-3%	2%[57.5 µM]	-4%
CCOP(=O)(/C=C(\Cl)c1ccccc1)C(O)c1ccc(F)cc1 (configuration not stated)
 : 2%	1%	6%	-21%	4%	-3%	-22%	-3%
Cc1ccc(N2C(=O)NC(=O)C3(Cc4ccccc4N4CCN(c5ccccc5)CC43)C2=O)cc1 (configuration not stated)
 : -2%	18%	-7%	?	15%	6%	-12%[57.5 µM]	7%
Cc1nn(Cc2ccccc2Cl)c(C)c1C(=O)OCC(=O)NC1CCCC(C)C1C (configuration not stated)
 : 14%	14%	-9%	14%	-16%	-2%	-13%	2%
Nc1ccc(N=Nc2ccccc2)cc1
 : -1%	-15%[0.397 µM]	-7%	21%	5%	-7%	-5%	-1%
O=C(c1ccc(F)cc1)C(Cc1ccccc1)N1CCCCC1 (configuration not stated)
 : 1%	-3%	3%	5%	17%	11%	-11%	-3%
CCC(=Nc1ccc2c(c1)CCC2)c1c(O)n(C2CCCCC2)c(=O)[nH]c1=O
 : 18%	?	12%	22%	-4%	4%	-66%[inhibitor]	0%
C=CCn1c(O)c(C(C)=O)c(=O)[nH]c1=O (tested in a mixture with another compound)
 : 1%	-25%	-9%	15%	8%	5%	-13%	-7%
O=C(COc1ccccc1)N1CCN(CC2CC3C=CC2C3)CC1 (configuration not stated)
 : 7%	-13%	4%	3%	7%	0%	i	2%

Among those listed so far, these have a thiophene ring, fused or not:
The line under a structure holds: EPAC2 antagonist	TDP-43 yeast inh	EPAC1 antag	FUS suppressor	EPAC2 agonist	EPAC1 agonist	PTHR1 agonist	aSyn yeast inh
O=C1NCN(c2ccccc2)C12CCN(C(c1cccs1)c1nnnn1C1CCCC1)CC2 (configuration not stated)
 : -9%	23%	-3%	-2%	5%	-1%	-18%	-7%
Cc1c(C(=O)N2CCC(Cc3ccccc3)CC2)sc2ncnc(N3CCC(C)CC3)c12
 : -1%	?	5%	nt	4%	1%	-20%	-3%

The listing continues.
The line under a structure holds: EPAC2 antagonist	TDP-43 yeast inh	EPAC1 antag	FUS suppressor	EPAC2 agonist	EPAC1 agonist	PTHR1 agonist	aSyn yeast inh
CC(C)c1ccc(-n2c(O)c(/C=N/NC(=O)c3ccncc3)c(=O)[nH]c2=O)cc1
 : -11%	11%	-3%	10%	2%	0%	i	-3%
CCC(=NCCO)c1c(O)n(-c2ccc(Cl)cc2)c(=O)[nH]c1=O
 : -2%	2%	16%	12%	10%	-4%	i	-11%
C=CCOC(=O)c1ccccc1C(=O)OCC=C
 : ?	20%	-1%	-10%	8%	-7%	-22%	12%
CCC1CN1P1(=O)OCC(C)([N+](=O)[O-])CO1 (configuration not stated)
 : -8%	10%	-11%	nt	12%	0%	4%	0%
O=C(NCc1ccc(C(=O)N2CCC3(CC2)OCCO3)cc1)c1cccc(Br)c1
 : 0%	-8%	-3%	21%	8%	0%	3%[57.5 µM]	6%
CCC1(CC)C(=O)NC(=O)N(c2ccccc2)C1=O
 : 5%	0%	4%	7%	6%	10%	i	0%
Nc1ccccc1-[n+]1c(-c2ccccc2)cc(-c2ccccc2)cc1-c1ccccc1
 : -2%	2%	3%	19%	-6%	7%	-7%	3%
COC(=O)C1=C(c2ccc(Cl)c(C(F)(F)F)c2)C[C@@H]2CC[C@H]1N2C(=O)N1CCC(O)(c2ccc(Cl)cc2)CC1
 : -7%	17%	?	?	-1%	-19%	i	?
COC(=O)C1=C(c2ccc(OC(F)(F)F)cc2)C[C@@H]2CC[C@H]1N2C(=O)N1CCC(O)CC1
 : -9%	14%	5%	20%	-6%	-11%	i	9%
C=C1C2C[C@@]3([C@@H]1O)[C@@H](C[C@@H]2O)[C@@]12C4[C@@H]3C[C@@H]1[C@@](C)(CC[C@@H]2O)CN4CC
 : 0%	18%	6%	-30%	17%	-19%	i	-8%
CC(=O)c1c(O)cc2c3c1OC(C)(C)C1CCC(C)(CC31)O2 (configuration not stated)
 : -2%	?	0%	-5%	2%	-5%	-30%	-11%
O=C1CC(=O)N(c2cccc(C(F)(F)F)c2)C(=O)N1
 : -5%	-3%	5%	11%	4%	-7%	-1%	-15%
CC(N)Cc1c[nH]c2ccc(OCc3cccs3)cc12 (configuration not stated)
 : 5%	0%	-8%	-16%	5%	-12%	i	-1%&1%
COC(=O)C1=C(c2ccc(-c3ccccc3)c(F)c2)C[C@@H]2CC[C@H]1N2C(=O)NCCCOC(C)C
 : -11%	23%	0%	?	5%	-19%	i	11%
COc1ccccc1CCNC1CCCCCC1
 : -3%	-14%	-5%	14%	18%	2%	14%	-2%
O=[N+]([O-])c1cccc(NP(=O)(Oc2ccccc2)Oc2ccccc2)c1
 : 25µM*	22µM*	0%	35%	12%	12%	i	?

High-throughput results as filed in PubChem BioAssay.
